# High-throughput results (PubChem)
# ANO1 activ: mouse TMEM16A channel activation, primary screen; Q8BHY3; HEK293 TMEM16A/YFP-H148Q/I152L, iodide quench fluorescence; stronger effect = lower value; B-score at 10 µM; hit rate 0.3% among 340,000; AID 623877;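 active = fluorescence-ratio B-score plate-corrected deviation score at least 3 library SD below zero, with starting fluorescence score within 5 deviations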;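 also: channel opened by trigger with iodide after compound preincubation; score built on the fluorescence ratio of max minus min over baseline; more negative score means more quench and so TMEM16A activation or potentiation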
# MrgX1 agonist: activates human MrgX1 receptor signaling; Q96LB2; MrgX1-HEK293 cells, Fluo-4 calcium fluorescence, agonist mode; stronger effect = higher value; B-score at 10 µM; hit rate 0.44% among 310,000; AID 588627;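 active = calcium response B-score plate-corrected fluorescence ratio at least 3 library SD, with starting fluorescence B-score inside 5 SD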
#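 Material: MrgX1-expressing HEK293 cells; input: 15,000 cells per well; doses: test compound given as first of three sequential additions; schedule: overnight plating before 1 h dye loading; technique: Fluo-4 NW calcium-flux fluorescence, kinetic read; evaluation: baseline-normalised fluorescence change ratio, B-scored; control set: plate-wise positive and negative controls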
# MrgX1 PAM: human MrgX1 positive allosteric modulation, primary screen. MrgX1-HEK293, Fluo-4 calcium flux, FDSS; stronger effect = higher value. B-score at 10 µM. hit rate 0.63% among 310,000. AID 588675;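 active = plate-corrected calcium response at least 3 library SD above typical, normal starting fluorescence, not activating the receptor alone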;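 also: compound read alongside a low EC10 to EC30 dose of BAM8-22 agonist; peak minus trough fluorescence over baseline measured at the second addition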
# TMEM16A inh: mouse TMEM16A channel inhibition, primary screen; Q8BHY3; HEK293 TMEM16A/YFP iodide influx fluorescence, ionomycin; normalized B-score (activity score, 25-100; higher = stronger inhibition) at 10 µM; hit rate 1.2% among 310,000;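 active = ratio plate-corrected score three or more library SD toward inhibition, starting fluorescence score within five deviations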;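 also: score derived from kinetic fluorescence span divided by baseline fluorescence per well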
# TRPC6 inh: inhibitors of mouse TRPC6 channel. Q61143. HEK293-TRPC6, membrane potential dye, ACh-evoked depolarization; stronger effect = lower value. B-score at 10 µM. hit rate 1.1% among 310,000. AID 2553;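 active = B-score under library mean minus 3 SD, initial fluorescence not abnormally high, positive integrated signal ratio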;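 also: B-score derived from integrated fluorescence ratio over the kinetic read; more negative B-score means stronger inhibition of depolarization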
# Target sequence (Q61143 whole entry, looked up): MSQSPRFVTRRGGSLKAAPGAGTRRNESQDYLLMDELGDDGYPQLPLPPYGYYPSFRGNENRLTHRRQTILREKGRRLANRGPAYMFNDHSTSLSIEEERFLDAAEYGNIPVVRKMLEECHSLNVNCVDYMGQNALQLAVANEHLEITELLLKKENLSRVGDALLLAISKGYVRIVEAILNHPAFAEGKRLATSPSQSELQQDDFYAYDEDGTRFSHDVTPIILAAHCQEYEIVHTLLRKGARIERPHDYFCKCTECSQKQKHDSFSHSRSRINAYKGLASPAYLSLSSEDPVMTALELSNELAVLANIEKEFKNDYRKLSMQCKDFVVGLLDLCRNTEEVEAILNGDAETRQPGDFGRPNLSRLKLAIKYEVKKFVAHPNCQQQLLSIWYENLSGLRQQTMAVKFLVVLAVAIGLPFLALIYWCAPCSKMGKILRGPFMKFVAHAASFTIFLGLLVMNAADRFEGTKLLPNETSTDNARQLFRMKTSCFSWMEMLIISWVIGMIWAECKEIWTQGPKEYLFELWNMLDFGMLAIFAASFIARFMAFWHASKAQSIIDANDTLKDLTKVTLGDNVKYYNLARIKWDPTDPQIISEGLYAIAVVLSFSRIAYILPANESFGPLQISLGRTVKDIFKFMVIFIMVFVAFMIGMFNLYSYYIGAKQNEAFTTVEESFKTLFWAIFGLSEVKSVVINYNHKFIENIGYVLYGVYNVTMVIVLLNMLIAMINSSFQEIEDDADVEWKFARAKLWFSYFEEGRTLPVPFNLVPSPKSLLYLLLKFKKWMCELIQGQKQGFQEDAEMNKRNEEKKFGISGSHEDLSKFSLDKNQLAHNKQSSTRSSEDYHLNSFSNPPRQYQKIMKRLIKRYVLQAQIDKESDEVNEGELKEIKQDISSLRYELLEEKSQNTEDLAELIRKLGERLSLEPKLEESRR
# TRPC6 activator: activators of mouse TRPC6 channel. HEK293-TRPC6 membrane potential dye fluorescence; stronger effect = higher value. B-score at 10 µM. Q61143. hit rate 0.13% among 310,000;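 active = B-score of the integrated fluorescence ratio above library mean plus 3 SD, and starting fluorescence ratio within library mean plus 5 SD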;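 also: higher score means more depolarization so channel activation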
# TRPC4 agonist: activators of mouse TRPC4 channel; HEK293 TRPC4beta/mu-opioid, Fluo4 calcium fluorescence; stronger effect = higher value; hit rate 0.49% among 310,000; B-score at 10 µM; Q9QUQ5;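 active = B-score above 5 SD of library B-scores, and initial fluorescence ratio not above library mean plus 5 SD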;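 also: positive B-score marks a calcium rise read as TRPC4 activation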
#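 Assay system: HEK293 stable line with TRPC4beta plus mu-opioid receptor; schedule: 45 min room-temperature Fluo4 loading, 110 s read; technique: kinetic Fluo4 calcium fluorescence; evaluation: integrated baseline-normalised fluorescence ratio, converted to per-well B score; controls: buffer (low) and maximal DAMGO (high)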
# SKKanGAS inh: inhibitors of SKKanGAS S. pyogenes growth in kanamycin (SK-promoter or general growth effect); BacTiter-Glo, 6 h; inhibition, % at 7.5 µM; AID 1662; hit rate 1.3% among 300,000;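 active = mean replicate score, as percent of positive control median, at least 50; inconclusive = mean below 50 but one replicate at or above 50; inactive = mean and every replicate below 50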;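 also: strain carries kanamycin resistance gene driven by streptokinase promoter and grows in 40 µg/ml kanamycin; loss of luminescence reflects streptokinase promoter inhibition or plain growth inhibition; 0% = median of DMSO wells and 100% = positive control at its reference dose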
# TRPC4 PAM: TRPC4 (mouse) allosteric potentiation; hit rate 0.42% among 310,000; B-score at 10 µM; HEK293 TRPC4beta/mu-opioid, DAMGO EC20, Fluo-4 Ca2+ flux; stronger effect = higher value; Q9QUQ5;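 active = B-score of calcium response area above 5 SD of library B-scores, with initial fluorescence ratio within 5 SD of library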;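 also: B-score of integrated fluorescence ratio over time as area under calcium response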
# TRPC4 block: inhibitors of mouse TRPC4 channel; Q9QUQ5; hit rate 0.39% among 300,000; B-score at 10 µM; HEK293 TRPC4beta/mu-opioid, DAMGO-evoked Fluo4 calcium flux; stronger effect = lower value;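 active = B-score over 3 SD under the library average, no early fluorescence shift, positive overall ratio signal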
#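 test system = HEK293 cells with stable TRPC4beta plus mu-opioid receptor expression | detection = Fluo4 Ca2+ flux fluorescence | read-out = integrated fluorescence ratio relative to baseline, converted to per-well B score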
# MrgX1 antag: antagonists of human MrgX1 receptor; Q96LB2; MRGX1-HEK293 calcium flux, Fluo-4, BAM8-22 antagonism; stronger effect = lower value; B-score at 10 µM; hit rate 1.3% among 310,000; AID 588676;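 active = calcium-response B-score plate-corrected more than 3 library SD below zero, starting fluorescence within 5 deviations, no agonist response on first addition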;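 also: peak minus trough fluorescence over baseline after final BAM8-22 challenge near maximal dose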
# * hit, by the source's call; i = inactive; ? = inconclusive; nt = not tested or not shown.
SMILES	ANO1 activ	MrgX1 agonist	MrgX1 PAM	TMEM16A inh	TRPC6 inh	TRPC6 activator	TRPC4 agonist	SKKanGAS inh	TRPC4 PAM	TRPC4 block	MrgX1 antag
CCCc1cc(C(=O)NCCc2ccc(OC)c(OC)c2)no1	i	i	i	i	i	i	i	-3	i	i	i
COC(=O)Nc1ccc(C)c2nsnc12	i	i	i	i	i	i	i	6	i	i	i
O=C(NCCCCc1ccccc1)C1CC(c2cccc([N+](=O)[O-])c2)=NO1 (stereo not given)	i	i	i	i	i	i	i	-2	i	i	i
CCOC(=O)C1CCN(C(=O)COc2ccc(N(C)S(=O)(=O)c3ccc(OCC)cc3)cc2)CC1	i	i	i	i	i	i	i	5	i	i	i
FC(F)(F)c1cccc(Cn2nnnc2-c2cc(Cl)cc(Cl)c2)c1	i	i	i	i	i	i	i	-1	i	i	i
CC(C)c1ccc(NC(=O)CSc2nc(-c3ccccc3F)nc3nc[nH]c23)cc1	i	i	i	i	i	i	i	9	i	i	i
O=C(Nc1ccccc1N1CCN(C(=O)c2ccc(Cl)cc2)CC1)c1ccc2c(c1)OCO2	i	i	i	i	i	i	i	18	i	i	i
CCOC(=O)C1CCN(CC(=O)Nc2c(C(=O)OC)[nH]c3ccccc23)CC1	nt	nt	nt	nt	i	i	i	-2	i	i	nt
Cc1ccc(NC(=O)CN2CCc3ccccc3C2)cc1S(=O)(=O)N(C)C	i	i	i	i	i	i	i	16	i	i	i
C=CCNC(=O)c1oc2ccc(S(=O)(=O)N3CCC4(CC3)OCCO4)cc2c1C	i	i	i	i	i	i	i	-1	i	i	i
Cc1cccc(N2CCN(C(=O)CCC(=O)N3CC(C)Oc4ccccc43)CC2)c1C (stereo not given)	i	i	i	25*	i	i	i	-2	i	i	i
COCC(C)NS(=O)(=O)c1ccc(C(=O)NC(Cc2ccccc2)c2ccccc2)cc1 (stereo not given)	i	i	i	i	i	i	i	4	i	i	i
C=CCNCC(=O)NN=C(c1ccccc1)c1ccccc1	i	i	i	i	i	i	i	-1	i	i	i
COc1ccccc1NS(=O)(=O)c1cc2c(cc1C)NC(=O)CO2	i	i	i	i	i	i	i	0	i	i	i
CC(Cl)C(=O)NC(=O)NC12CC3CC(CC(C3)C1)C2 (stereo not given)	i	i	i	i	i	i	i	6	i	i	i
COC(=O)[C@@H](NC(=O)Nc1cccc(OC)c1)C(C)C	i	i	i	i	i	i	i	1	i	i	i
COc1cc([N+](=O)[O-])cc2sc(NC(=O)C(C)(C)C)nc12	i	i	i	i	i	i	i	-18	i	i	i
COc1ccc(C(C)=O)cc1COC(=O)c1cccc(N(C)C)c1	i	i	i	i	i	i	i	-6	i	i	i
Cc1cc(NC(=O)CCC2COc3ccccc3O2)no1 (stereo not given)	i	i	i	i	i	i	i	4	i	i	i
CN1CCN(C(=O)C2=C[C@H](c3ccc(Br)cc3)C[C@H](OCCCCO)O2)CC1	i	i	i	i	i	i	i	0	i	i	i
Cc1ccc2c(c1)N(CCCC(=O)NCc1ccc3c(c1)OCO3)C(=O)CO2	i	i	i	i	i	i	i	-7	i	i	i
COc1cc([C@@H]2CC=C(C(=O)O)[C@H](c3cccc(Cl)c3)N2S(=O)(=O)c2ccc(C)cc2)cc(OC)c1OC	i	i	i	i	nt	nt	nt	nt	nt	nt	i
COC(=O)C1=COC(C)C2CN3CCc4c([nH]c5ccccc45)C3CC12 (stereo not given)	i	i	i	i	i	i	i	2	i	i	i
CCOC(=O)C1=C(C)N=C2SCCC(=O)N2[C@@H]1/C=C/c1ccccc1	i	i	i	i	i	i	i	5	i	i	i
Cc1ccc2nc(-c3ccc(NC(=O)c4ccco4)cc3)[nH]c2c1	i	i	i	i	i	i	i	4	i	i	i
CCOc1ccc(CNc2ccc3c(c2)ncn3C(C)(C)C)cc1	i	i	i	i	-8.5*	i	i	36	i	i	i
CC(C)OCCCNc1ncnc2c1[nH]c1ccc(F)cc12	i	i	i	100*	i	i	i	-1	i	i	-12*
CCCCC(C(=O)NC(C)(C)C)N(Cc1ccccc1)C(=O)c1snc(C(N)=O)c1N (stereo not given)	i	i	i	i	i	i	i	1	i	i	i
CCOc1ccc(NC(=O)Nc2cc(C)ccc2OC)cc1	i	i	i	i	i	i	i	1	i	i	i
COc1ccc(C2CC(=O)C3=C(C2)NC(C)=C(C#N)C3c2ccc(N(C)C)cc2)cc1 (stereo not given)	i	i	i	i	i	i	i	13	i	i	i
O=C(CN1CCc2ccccc2C1)Nc1cc(S(=O)(=O)N2CCOCC2)ccc1N1CCOCC1	i	i	i	i	i	i	i	-5	i	i	i
CC(=O)Nc1cccc(NC(=O)CSc2nnc3ccc(-c4ccccn4)nn23)c1	i	i	i	i	i	i	i	6	i	i	i
Cc1cccc(N2CCN(C(=O)c3cc(S(=O)(=O)N4CCOCC4)cn3C)CC2C)c1 (stereo not given)	i	i	i	i	i	i	i	-4	i	i	i
Cc1ccccc1CC1(CO)CCCN(Cc2nc(-c3cccs3)oc2C)C1 (stereo not given)	i	i	i	i	i	i	i	-5	i	i	i
Cc1ccc2c(c1)COc1c3ccc(C(=O)N[C@@H](C)CO)cc3nn1-2	i	i	i	i	i	i	i	-9	i	i	i
Cc1cccc(NC(=O)c2nc[nH]c2C(=O)N[C@@H](Cc2ccccc2)C(=O)OCc2ccccc2)c1	i	i	i	i	i	i	i	64*	i	i	i
O=C(CSc1nc2ccc(Cl)cc2[nH]1)N1CCN(C(=O)c2ccco2)CC1	i	i	i	i	i	i	i	7	i	i	i
Cc1ccc(Cl)cc1NC(=O)CSc1sc2c(O)cc(=O)[nH]c2c1C#N	-4.9*	i	i	i	i	i	i	26	i	i	i
Cc1cccc(CC(=O)c2c[nH]c3ccccc23)c1	i	i	i	i	i	i	i	-3	i	i	i
COc1cccc(N2CCN(C(=O)c3ccc(CS(=O)c4ccc(C)cc4)o3)CC2)c1 (stereo not given)	i	i	i	i	i	i	i	1	i	i	i
Cc1c(Cl)cccc1NC(=O)CC(C(=O)O)C1CCCO1 (stereo not given)	i	i	i	i	i	i	i	-1	i	i	i
CCCN1CC23C=CC(O2)C(C(=O)O)C3C1=O (stereo not given)	i	i	i	i	i	i	i	-2	i	i	i
NC(N)=N/N=C/c1ccc(OCc2ccccc2)c(OCc2ccccc2)c1	i	i	i	i	i	i	i	?	i	i	i
CC(=O)Nc1ccc2sc(C)nc2c1	i	i	i	i	i	i	i	-8	i	i	i
O=C(CCCOc1ccccc1)N1CCN(S(=O)(=O)c2cccs2)CC1	i	i	i	i	i	i	i	-2	i	i	i
N/C(=N\OC(=O)c1ccc2ccccc2c1)c1cccc([N+](=O)[O-])c1	i	i	i	i	i	i	i	-2	i	i	i
Cc1nn(C)c(NC(=O)c2ccc(Cl)cc2Cl)c1Br	i	i	i	i	i	i	i	4	i	i	i
CCOC(=O)C(=CNc1ccc(C#N)cc1)C(=O)OCC	i	i	i	i	i	i	i	4	i	i	i
O=C(Nc1cnn(C23CC4CC(CC(C4)C2)C3)c1)c1cc(-c2ccccc2)on1	i	i	i	i	i	i	i	14	i	i	i
Cc1nn(-c2ccccc2)c(Cl)c1C(=O)NCC(=O)O	i	i	i	i	i	i	i	-13	i	i	i
NS(=O)(=O)c1cc2c(cc1Cl)NC(C1CC3C=CC1C3)NS2(=O)=O (stereo not given)	i	i	i	i	nt	nt	nt	nt	nt	nt	i
CS(=O)(=O)c1ccc2nc(NC(=O)C3CC(=O)N(c4ccccc4)C3)sc2c1 (stereo not given)	i	i	i	i	i	i	i	0	i	i	i
NS(=O)(=O)c1ccc(NC(=S)NCC2CCCO2)cc1 (stereo not given)	i	i	i	i	i	i	i	-2	i	i	i
CCCCc1nnc(NC(=O)c2oc3ccccc3c2C)s1	i	i	i	i	i	i	i	0	i	i	i
Cc1ccc(CNC(=O)Cn2c(=O)n(CC(=O)N3CCCCC3)c(=O)c3sccc32)cc1	i	i	i	i	i	i	i	0	i	i	i
O=C(NC1CCCCC1)C1COc2ccccc2O1 (stereo not given)	i	i	i	i	i	i	i	3	i	i	i
O=C(CN1C(=O)/C(=C/c2ccco2)SC1=S)NC1CCS(=O)(=O)C1 (stereo not given)	i	i	i	i	i	i	i	-5	i	i	i
COc1ccc(N2C(=O)CCC(C(=O)NCc3cccnc3)C2c2ccc(OC)c(OC)c2)cc1 (stereo not given)	i	i	i	i	i	i	i	7	i	i	i
CN(C)CCCN(C(=O)c1ccc(S(=O)(=O)N(C)Cc2ccccc2)cc1)c1nc2c(F)cccc2s1	i	i	i	i	i	i	i	1	i	i	i
CCN(CC)c1ccc2cc(S(=O)(=O)c3ccc(C)cc3)c(=O)oc2c1	i	i	i	i	i	i	i	-7	i	i	i

# More compounds:
SMILES	ANO1 activ	MrgX1 agonist	MrgX1 PAM	TMEM16A inh	TRPC6 inh	TRPC6 activator	TRPC4 agonist	SKKanGAS inh	TRPC4 PAM	TRPC4 block	MrgX1 antag
Cc1cc2oc(=O)cc(CN3CCN(Cc4ccccc4)CC3)c2cc1C	nt	nt	nt	nt	i	i	i	-6	i	i	nt
CCn1c(Cc2ccc(OC)cc2)nnc1SCC(=O)N1CCN(c2ccccc2)CC1	i	i	i	i	i	i	i	4	i	i	i
COc1ccc(C2CC(c3ccccc3)=NN2C(=O)COC(=O)C2(C)CC2(Cl)Cl)cc1 (stereo not given)	i	i	i	i	i	i	i	24	i	i	i
Cc1ccccc1-n1c(C)cc(/C=N/Nc2ccc([N+](=O)[O-])cn2)c1C	i	i	i	i	i	i	i	-4	i	i	i
Cc1cc2ccccn2c1C(=O)c1ccncc1	i	i	i	i	i	i	i	0	i	i	i
Cc1nnc(SCC(=O)N2CCc3ccccc32)s1	i	i	i	i	i	i	i	2	i	i	i
